Screening data from PubChem.
CASP6 VEID inh: caspase-6 (human) enzyme inhibition; 350,000 tested, 0.53% active; P55212; AID 686996; inhibition, % at 12.5 µM; purified caspase-6, Z-VEID-R110 cleavage fluorescence;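 active = mean inhibition across replicates at least about 35%, with every replicate also reaching that limit, limit read from the data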;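 note: 0% = median of neutral control wells and 100% = no fluorescence left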
E-sel inducer: induces E-selectin expression in human endothelial cells. 260,000 tested, 0.37% active. HUVEC E-selectin immunofluorescence imaging; normalized: neutral wells 0, TNF-alpha wells 100. activation, % at 7.58 µM;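 active = mean E-selectin-positive cell signal at least 10% of the positive control, reached in at least 60% of replicates, without over 20% cell loss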;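 note: in these data hits start at about 27%; measured in HUVEC primary endothelial cells; signal is the percent of cells scored E-selectin positive by PE staining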
Target sequence (P16581 whole entry, looked up): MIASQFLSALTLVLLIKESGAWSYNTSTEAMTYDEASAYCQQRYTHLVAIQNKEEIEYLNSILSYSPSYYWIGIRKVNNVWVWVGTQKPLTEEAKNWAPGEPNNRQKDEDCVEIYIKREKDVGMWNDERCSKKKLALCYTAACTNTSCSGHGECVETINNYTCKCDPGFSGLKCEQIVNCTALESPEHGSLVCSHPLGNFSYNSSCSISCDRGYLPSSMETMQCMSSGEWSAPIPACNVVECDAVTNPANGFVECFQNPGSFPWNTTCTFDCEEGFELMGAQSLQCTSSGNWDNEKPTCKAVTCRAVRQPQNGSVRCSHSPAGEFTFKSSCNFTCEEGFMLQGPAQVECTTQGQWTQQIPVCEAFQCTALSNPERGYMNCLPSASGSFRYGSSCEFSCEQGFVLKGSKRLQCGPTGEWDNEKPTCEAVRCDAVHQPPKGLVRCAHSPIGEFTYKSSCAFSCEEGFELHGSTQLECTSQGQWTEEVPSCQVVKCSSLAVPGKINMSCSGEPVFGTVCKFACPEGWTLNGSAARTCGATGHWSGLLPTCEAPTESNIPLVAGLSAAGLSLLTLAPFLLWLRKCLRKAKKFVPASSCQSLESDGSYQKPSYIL
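Test system: HUVEC | Signal: Immunofluorescence imaging | Read-out: Percent E-selectin-positive cells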
RAD54 branch: RAD54 (human) branch migration inhibition. RAD54 Holliday junction branch migration, FAM/BHQ fluorescence. 360,000 tested, 0.14% active. inhibition, % at 10.4 µM. Q92698;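 active = mean normalized replicate activity at least 40 and at least half of replicates scoring 40 or more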;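 note: 0% = median of neutral control wells and 100% = median of positive control wells; inhibitors cause a drop in the FAM fluorescence signal; in these data hits start at about 50%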
PglD DTNB: PglD (C. jejuni) enzyme inhibition | purified PglD enzyme, DTNB colorimetric CoA detection | inhibition, % at 12.5 µM | 360,000 tested, 0.098% active | AID 602405; in the data active = inhibition above about 16%, passing the limit was not always enough; note: strong numbers were not always called active
ARNT-TACC3 inh: disruptors of human ARNT/TACC3 interaction | Q9Y6A5 | AlphaScreen His-ARNT PAS-B/GST-TACC3 binding, luminescence; TACC3 fragment carries E629A point mutation | inhibition, % at 9.99 µM | 390,000 tested, 0.66% active;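 active = mean inhibition of replicates at least 50% and at least half of replicates each reaching 50%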;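 note: 0% = complete ARNT plus TACC3 wells and 100% = ARNT alone without TACC3; many hits fall short of the cut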
ERp5 inh: blocks human ERp5 reductase activity on insulin | AID 651711 | ERp5 insulin aggregation, absorbance 650 nm, 90 min | 350,000 tested, 0.05% active | inhibition, % at 9.99 µM;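 active = mean replicate inhibition above about 25%, with every replicate also reaching it, limit read from the data, passing the limit was not always enough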
Target sequence (Q15084 whole entry, looked up): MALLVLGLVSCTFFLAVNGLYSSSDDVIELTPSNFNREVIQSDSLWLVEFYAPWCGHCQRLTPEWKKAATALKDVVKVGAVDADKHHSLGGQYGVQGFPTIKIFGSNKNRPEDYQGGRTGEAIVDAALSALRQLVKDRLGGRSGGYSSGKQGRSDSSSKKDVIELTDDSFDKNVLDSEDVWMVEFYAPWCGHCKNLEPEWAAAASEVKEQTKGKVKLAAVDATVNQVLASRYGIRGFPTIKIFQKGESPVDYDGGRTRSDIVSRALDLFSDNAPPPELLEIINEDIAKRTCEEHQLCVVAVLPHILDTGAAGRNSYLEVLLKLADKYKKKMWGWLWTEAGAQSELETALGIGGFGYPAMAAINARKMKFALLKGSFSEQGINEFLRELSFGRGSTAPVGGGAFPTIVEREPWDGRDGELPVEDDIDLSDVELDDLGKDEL
RAD52 anneal inh: blocks human RAD52 DNA annealing; 360,000 tested, 0.46% active; P43351; inhibition, % at 18.7 µM; recombinant RAD52 DNA annealing, FRET fluorescence;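 active = every replicate showing at least 50% inhibition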
esBAF inh: SWI/SNF esBAF complex inhibition | mouse ES cells, Bmi1-luciferase knock-in reporter, 24 h; 100% = twice the neutral-well signal | reporter increase, % at 12.5 µM | 350,000 tested, 2% active | AID 602393; in the data active = activation above about 40%;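 note: 0% = median of the plate's neutral control wells and 100% = double that signal; a rise in the Bmi1 reporter signal indicates esBAF inhibition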
* hit, by the source's call.

Screening CCOc1cc(C(=O)N2CCC(CC3CC(c4ccccc4)=NO3)(C(=O)NCc3ccc(OC)cc3)CC2)cc(OCC)c1OCC (centres undefined) returned E-sel inducer -0.8, RAD54 branch 6, PglD DTNB -1, ARNT-TACC3 inh -3, ERp5 inh 9, RAD52 anneal inh -13 and esBAF inh -3.
Screening Oc1ccc2ccccc2c1CN1CCCC1 returned CASP6 VEID inh 0, RAD54 branch -2, PglD DTNB 3, ARNT-TACC3 inh 0, ERp5 inh 4, RAD52 anneal inh 1 and esBAF inh 1.
COc1ccc(C(=O)Nc2cccnc2)cc1 was read as RAD54 branch 8, PglD DTNB -5, ARNT-TACC3 inh -3 and esBAF inh 20.
CCCOc1ccc(/C(O)=C2/C(=O)C(=O)N(CCCOC)C2c2cccnc2)cc1 (centres undefined) was read as RAD54 branch -11, PglD DTNB -1, ARNT-TACC3 inh -12 and esBAF inh -9.
For NNC(=S)NCCc1ccccc1 the results were E-sel inducer 0.1, RAD54 branch 0, ARNT-TACC3 inh 0, ERp5 inh 12, RAD52 anneal inh -11 and esBAF inh 0.
For COc1ccc(CN(C)C[C@H]2Oc3ccc(NC(=O)Cc4cn(C)c5ccccc45)cc3C(=O)N([C@H](C)CO)C[C@H]2C)cc1 the results were CASP6 VEID inh 3, E-sel inducer -0.5, RAD54 branch -5, PglD DTNB -4, ARNT-TACC3 inh 5, ERp5 inh -4, RAD52 anneal inh 0 and esBAF inh -2.
`COCC(=O)Nc1ccc2c(c1)C(=O)N(C)[C@H]1CC[C@@H](CC(=O)O)O[C@@H]1CO2` gave E-sel inducer 0.0, RAD54 branch 1, PglD DTNB 0, ARNT-TACC3 inh 6 and esBAF inh -2.
`CC(C(=O)NCCCN1CCOCC1)n1cccc1C(=O)c1ccccc1` (centres undefined) gave RAD54 branch 1, PglD DTNB 2, ARNT-TACC3 inh -5 and esBAF inh -8.
For O=C1CCCN1CCC(=O)N1CCCC(CO)(Cc2ccccc2)C1 (centres undefined) the results were CASP6 VEID inh -3, E-sel inducer -0.3, RAD54 branch 11, PglD DTNB -4, ARNT-TACC3 inh -4, ERp5 inh -2, RAD52 anneal inh -24 and esBAF inh 63*.
For CCN(CC)c1ncnc2c1cnn2C the results were RAD54 branch -2, PglD DTNB -3, ARNT-TACC3 inh -5 and esBAF inh -9.
O=C(Nc1nccs1)c1ccc(COc2ccccc2)o1 was read as CASP6 VEID inh 0, E-sel inducer -0.1, RAD54 branch -3, PglD DTNB 3, ARNT-TACC3 inh 6, ERp5 inh 5, RAD52 anneal inh -14 and esBAF inh 52*.
COc1ccc(NC(=O)N(C)C[C@H]2Oc3c(NC(=O)NC4CCCCC4)cccc3C(=O)N([C@@H](C)CO)C[C@H]2C)cc1 was read as CASP6 VEID inh -5, E-sel inducer -0.4, RAD54 branch -5, PglD DTNB -2, ARNT-TACC3 inh 9, ERp5 inh 2, RAD52 anneal inh 11 and esBAF inh 0.
For COCC#Cc1ccc([C@H]2[C@H]3CN(C(=O)C4CC4)CC(=O)N3[C@H]2CO)cc1 the results were CASP6 VEID inh -2, E-sel inducer 0.0, ERp5 inh -2 and RAD52 anneal inh 14.
Screening C[C@@H]1CN([C@@H](C)CO)C(=O)c2cc(NC(=O)CCCCCC(=O)Nc3ccccc3N)ccc2O[C@H]1CN(C)S(=O)(=O)c1ccc(F)cc1 returned CASP6 VEID inh -2, E-sel inducer -2.9, ERp5 inh 3 and RAD52 anneal inh 15.
Screening C[C@@H]1CCCCO[C@H](CN(C)Cc2ccc(C(F)(F)F)cc2)[C@@H](C)CN([C@@H](C)CO)C(=O)c2cc(NS(=O)(=O)c3cccs3)ccc2O1 returned CASP6 VEID inh 3, E-sel inducer -0.1, RAD54 branch -3, PglD DTNB -1, ARNT-TACC3 inh 2, ERp5 inh 3, RAD52 anneal inh -26 and esBAF inh -2.
O=C(Cn1cc([N+](=O)[O-])ccc1=O)N1CCc2ccccc2C1 was read as CASP6 VEID inh 9, E-sel inducer -0.1, RAD54 branch 3, PglD DTNB -4, ARNT-TACC3 inh 0, ERp5 inh -6, RAD52 anneal inh 2 and esBAF inh -1.
Screening Cc1ccc(C(=O)N/N=C/c2ccc(N3CCOCC3)cc2)c(C)c1 returned CASP6 VEID inh -2, ARNT-TACC3 inh 1, ERp5 inh 5 and RAD52 anneal inh -4.
`O=C(CSc1cccc[n+]1[O-])Nc1ccc(Cl)cc1F` gave CASP6 VEID inh 37*, E-sel inducer -0.5, RAD54 branch -5, PglD DTNB 3, ARNT-TACC3 inh -2, ERp5 inh 2, RAD52 anneal inh -4 and esBAF inh -5.
`CN(C)C(=O)C[C@@H]1C[C@@H]2c3cc(NC(=O)C4CCOCC4)ccc3O[C@@H]2[C@@H](CO)O1` gave CASP6 VEID inh 0, E-sel inducer -0.3, RAD54 branch 24, PglD DTNB -1, ARNT-TACC3 inh -8, ERp5 inh 0, RAD52 anneal inh -1 and esBAF inh -2.
Screening COc1ccc(C2C(C#N)=C(N)Oc3cccc(O)c32)cc1 (centres undefined) returned CASP6 VEID inh 2, RAD54 branch -20, PglD DTNB -2, ARNT-TACC3 inh -6, ERp5 inh 1, RAD52 anneal inh -22 and esBAF inh 9.

The final two records of the section before open the next one:
`CN(C)C(=O)C[C@@H]1C[C@@H]2c3cc(NC(=O)C4CCOCC4)ccc3O[C@@H]2[C@@H](CO)O1` gave CASP6 VEID inh 0, E-sel inducer -0.3, RAD54 branch 24, PglD DTNB -1, ARNT-TACC3 inh -8, ERp5 inh 0, RAD52 anneal inh -1 and esBAF inh -2.
Screening COc1ccc(C2C(C#N)=C(N)Oc3cccc(O)c32)cc1 (centres undefined) returned CASP6 VEID inh 2, RAD54 branch -20, PglD DTNB -2, ARNT-TACC3 inh -6, ERp5 inh 1, RAD52 anneal inh -22 and esBAF inh 9.
Cc1ccc(NC(=S)Nc2cccc3cnccc23)cc1C was read as CASP6 VEID inh 3, RAD54 branch 5, PglD DTNB -1, ARNT-TACC3 inh 45, ERp5 inh 3, RAD52 anneal inh -19 and esBAF inh 46*.
`CCOC(=O)Cn1cc(/C=N/NC(=O)CC#N)c2ccccc21` gave CASP6 VEID inh -3, E-sel inducer 2.7, RAD54 branch 6, PglD DTNB 4, ARNT-TACC3 inh 2, ERp5 inh -1, RAD52 anneal inh -21 and esBAF inh -3.
For Cc1noc(C)c1S(=O)(=O)N(C)C[C@@H]1Oc2ccc(NC(=O)Nc3ccc4c(c3)OCO4)cc2CC(=O)N([C@@H](C)CO)C[C@H]1C the results were CASP6 VEID inh 1, E-sel inducer -4.5, ERp5 inh 5 and RAD52 anneal inh 9.
`COc1ccc(NS(=O)(=O)c2ccc(OC)c(NC(=O)CNC(=O)c3ccc(OC)cc3)c2)cc1` gave CASP6 VEID inh 3, E-sel inducer 0.5, RAD54 branch 2, PglD DTNB -5, ARNT-TACC3 inh -2, ERp5 inh 3, RAD52 anneal inh -11 and esBAF inh -3.
`O=C(COC(=O)c1cccc(OC(F)F)c1)NCC1CCCO1` (centres undefined) gave CASP6 VEID inh 0, E-sel inducer 2.7, ARNT-TACC3 inh -13, ERp5 inh -7, RAD52 anneal inh -10 and esBAF inh -3.
`CC(=O)N1CCC(Nc2ccc(C)cc2)CC1` gave CASP6 VEID inh -1, E-sel inducer 3.4, RAD54 branch -4, PglD DTNB -6, ARNT-TACC3 inh -3, ERp5 inh -2, RAD52 anneal inh 4 and esBAF inh -4.
`CCc1nnc(NC(=O)c2ccc(S(=O)(=O)N3CCc4ccccc4C3)cc2)s1` gave CASP6 VEID inh 2, ARNT-TACC3 inh -5, ERp5 inh -1 and RAD52 anneal inh -10.
COc1ccc2c(c1)CCc1c(C(=O)N3CCCCCC3)noc1-2 was read as RAD54 branch -4, PglD DTNB 0, ARNT-TACC3 inh -10 and esBAF inh 44*.
For Cc1ccc(CNC(=O)Nc2nnc([C@@H]3C[C@H](O)[C@@H](CO)O3)s2)cc1 the results were CASP6 VEID inh -1, E-sel inducer 0.2, RAD54 branch 7, PglD DTNB -1, ERp5 inh 0, RAD52 anneal inh 9 and esBAF inh 1.
Cc1ccc(-n2ncc3c2CCCC3NC(=O)c2ccccc2N2CCOCC2)cc1C (centres undefined) was read as CASP6 VEID inh 0, E-sel inducer -0.3, RAD54 branch 5, PglD DTNB 0, ARNT-TACC3 inh 5, ERp5 inh 1, RAD52 anneal inh -3 and esBAF inh 4.
`CC(C)C#Cc1cnc2c(c1)C(=O)N([C@@H](C)CO)C[C@H](C)[C@H](CN(C)C(=O)CCN1CCCCC1)O2` gave CASP6 VEID inh -1, E-sel inducer 0.1, RAD54 branch 12, PglD DTNB 0, ARNT-TACC3 inh 24, ERp5 inh 2, RAD52 anneal inh 17 and esBAF inh -2.
Screening Cc1cc(NC(=O)c2cc3n(n2)C(C(F)(F)F)CC(c2ccco2)N3)no1 (centres undefined) returned CASP6 VEID inh -1, RAD54 branch 0, PglD DTNB -2, ARNT-TACC3 inh -7, ERp5 inh 1, RAD52 anneal inh -14 and esBAF inh 7.
For C[C@H]1CN([C@@H](C)CO)S(=O)(=O)c2ccc(Br)cc2O[C@@H]1CN(C)Cc1cncnc1 the results were CASP6 VEID inh 2, E-sel inducer 0.3, RAD54 branch 4, PglD DTNB 2, ARNT-TACC3 inh -1, ERp5 inh 3, RAD52 anneal inh 6 and esBAF inh 4.
CCOc1ccc(NC(=O)c2nn(C)cc2Br)cc1 was read as RAD54 branch 5, PglD DTNB -3, ARNT-TACC3 inh 6 and esBAF inh 34.
CCC(=O)Nc1ccc2c(c1)C(=O)N(C)[C@H]1CC[C@@H](CC(=O)N3CCCCC3)O[C@H]1CO2 was read as E-sel inducer 0.0, RAD54 branch 1, PglD DTNB -2, RAD52 anneal inh 1 and esBAF inh 0.
For COc1ccc(NC(=O)N(C)C[C@H]2Oc3ccc(NC(=O)Nc4ccccc4)cc3CC(=O)N([C@@H](C)CO)C[C@H]2C)cc1 the results were CASP6 VEID inh 1, E-sel inducer 0.8, RAD54 branch 4, PglD DTNB 4, ARNT-TACC3 inh 2, ERp5 inh -2, RAD52 anneal inh -10 and esBAF inh -1.
`CCN(CC)C(=O)c1[nH]cnc1C(=O)N[C@@H](C)c1ccccc1` gave CASP6 VEID inh -5, E-sel inducer -0.1, RAD54 branch 8, PglD DTNB 7, ARNT-TACC3 inh -3, ERp5 inh 0, RAD52 anneal inh 3 and esBAF inh 5.
For COc1ccc(N2CCN(C(=O)COC(=O)CCOc3ccccc3C)CC2)cc1 the results were CASP6 VEID inh -4, RAD54 branch -11, PglD DTNB 0, ARNT-TACC3 inh 9, ERp5 inh 3 and RAD52 anneal inh -3.
For Cc1cc(-c2ccco2)n(CC(=O)NCc2ccccc2)n1 the results were CASP6 VEID inh 0, E-sel inducer -0.9, RAD54 branch -5, PglD DTNB -5, ARNT-TACC3 inh 1, ERp5 inh -2, RAD52 anneal inh -16 and esBAF inh 2.
`O=C(Nc1cccc([N+](=O)[O-])c1)c1ccc2c(c1)OCCO2` gave E-sel inducer 0.6, RAD54 branch -5, PglD DTNB -3 and ARNT-TACC3 inh 0.
CC=Cc1ccc2n(c1=O)C[C@@H]1[C@@H](CO)[C@H](C(=O)NCc3ccccc3F)N(CCC)[C@H]21 (mixture of isomers) was read as CASP6 VEID inh 1, E-sel inducer -0.8, RAD54 branch -1, PglD DTNB -3, ARNT-TACC3 inh 6, ERp5 inh 5, RAD52 anneal inh -24 and esBAF inh -2.
For CCC1(C)Cc2c(c(=O)n(-c3ccccc3)c3ncnc(N)c23)CO1 (centres undefined) the results were RAD54 branch -6, PglD DTNB 0, ARNT-TACC3 inh 9 and esBAF inh -11.
Nc1cc(=O)[nH]c(SCCOc2ccccc2)n1 was read as CASP6 VEID inh -3, ARNT-TACC3 inh -6, ERp5 inh 2 and RAD52 anneal inh -4.

By substructure: the compounds so far with two or more sulfur atoms.
Screening C[C@@H]1CCCCO[C@H](CN(C)Cc2ccc(C(F)(F)F)cc2)[C@@H](C)CN([C@@H](C)CO)C(=O)c2cc(NS(=O)(=O)c3cccs3)ccc2O1 returned CASP6 VEID inh 3, E-sel inducer -0.1, RAD54 branch -3, PglD DTNB -1, ARNT-TACC3 inh 2, ERp5 inh 3, RAD52 anneal inh -26 and esBAF inh -2.
`CCc1nnc(NC(=O)c2ccc(S(=O)(=O)N3CCc4ccccc4C3)cc2)s1` gave CASP6 VEID inh 2, ARNT-TACC3 inh -5, ERp5 inh -1 and RAD52 anneal inh -10.
